# From PubChem
# TNFa cytotox – cytotoxicity in TNFa-stimulated HUVEC, primary screen, cytotoxicity control for VCAM1 expression modulator project, imaging, Hoechst nuclei count; HUVEC TNFalpha-stimulated, Hoechst cell count; cell count reduction, % at 2 µM; 93,000 compounds, 0.17% hits; AID 848, 2007;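 active = cell count reduction exceeding the screen mean by over 5 SD, scaled to untreated wells per plate, cut at about 78% in these data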;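 note: cells counted after 24 h of TNF alpha exposure following the 1 h pretreatment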
# MT1-MMP txn act – MT1-MMP promoter reporter activation – cell-based, luciferase luminescence, primary screen; HT1080 MT1-MMP promoter luciferase reporter, overnight; hits give high values; activation factor at 10 µM; 86,000 compounds, 0.16% hits; AID 750, 2007;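 active = activation factor of at least 2 for MT1-MMP transcription at 10 µM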
# Smad3 FoxH1 inh – Smad3/FoxH1 peptide binding inhibitors, primary screen, biochemical, TR-FRET; Mothers against decapentaplegic homolog 3 (Homo sapiens), P84022; TR-FRET Smad3/Dy647-FoxH1 peptide binding, europium anti-His; inhibition, % at 25 µM; 88,000 compounds, 0.29% hits; AID 630, 2007;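 active = compounds that reduce the energy-transfer binding signal between the protein and its labelled peptide by more than half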;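 note: 0% = Smad3 plus labelled peptide maximal FRET and 100% = peptide-only background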
# Target sequence (P84022 whole entry, looked up): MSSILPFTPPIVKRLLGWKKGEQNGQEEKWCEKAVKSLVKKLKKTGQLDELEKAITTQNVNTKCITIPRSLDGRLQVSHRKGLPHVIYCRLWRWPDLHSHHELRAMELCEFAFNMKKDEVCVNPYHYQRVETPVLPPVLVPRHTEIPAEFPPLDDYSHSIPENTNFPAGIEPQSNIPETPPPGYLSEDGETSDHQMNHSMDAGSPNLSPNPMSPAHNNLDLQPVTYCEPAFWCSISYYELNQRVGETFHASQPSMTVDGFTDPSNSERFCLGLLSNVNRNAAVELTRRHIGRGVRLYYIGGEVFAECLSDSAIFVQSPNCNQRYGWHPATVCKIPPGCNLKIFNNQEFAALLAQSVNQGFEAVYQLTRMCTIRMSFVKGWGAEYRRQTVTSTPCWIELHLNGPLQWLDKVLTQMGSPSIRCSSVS
# PTPN22 inh 2 – PTPN22 phosphatase inhibitors, primary screen, biochemical, DiFMUP fluorescence, 2 µM | inhibition, % at 2 µM | 96,000 compounds, 0.21% hits | Tyrosine-protein phosphatase non-receptor type 22 (Homo sapiens), Q9Y2R2 | recombinant LYP catalytic domain;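 active = inhibition at 2 µM at or above a set limit, the screen mean plus 3 SD, cut at about 24% in these data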;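 note: 0% = DMSO with enzyme and 100% = enzyme fully blocked by orthovanadate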
# hDAT+cocaine – changed hDAT dopamine uptake under cocaine IC80, either direction, primary screen, cocaine antagonist project, cell-based, LLC-PK1 hDAT, [14C]-dopamine uptake, MLSMR. AID 449768, 2010. LLC-PK1 hDAT cells, [14C]-dopamine uptake with cocaine IC80; actives deviate in either direction. B-score at 10 µM. Sodium-dependent dopamine transporter (Homo sapiens), Q01959. 110,000 compounds, 1.3% hits;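 active = Z score or B-score, a plate-position-corrected score, falls beyond the plate's 99.7% confidence bounds, in either direction; inactive = both scores lie inside the 99.7% bounds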;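 note: scored against the spread of the other compound wells on the same plate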
# Target sequence (Q01959 whole entry, looked up): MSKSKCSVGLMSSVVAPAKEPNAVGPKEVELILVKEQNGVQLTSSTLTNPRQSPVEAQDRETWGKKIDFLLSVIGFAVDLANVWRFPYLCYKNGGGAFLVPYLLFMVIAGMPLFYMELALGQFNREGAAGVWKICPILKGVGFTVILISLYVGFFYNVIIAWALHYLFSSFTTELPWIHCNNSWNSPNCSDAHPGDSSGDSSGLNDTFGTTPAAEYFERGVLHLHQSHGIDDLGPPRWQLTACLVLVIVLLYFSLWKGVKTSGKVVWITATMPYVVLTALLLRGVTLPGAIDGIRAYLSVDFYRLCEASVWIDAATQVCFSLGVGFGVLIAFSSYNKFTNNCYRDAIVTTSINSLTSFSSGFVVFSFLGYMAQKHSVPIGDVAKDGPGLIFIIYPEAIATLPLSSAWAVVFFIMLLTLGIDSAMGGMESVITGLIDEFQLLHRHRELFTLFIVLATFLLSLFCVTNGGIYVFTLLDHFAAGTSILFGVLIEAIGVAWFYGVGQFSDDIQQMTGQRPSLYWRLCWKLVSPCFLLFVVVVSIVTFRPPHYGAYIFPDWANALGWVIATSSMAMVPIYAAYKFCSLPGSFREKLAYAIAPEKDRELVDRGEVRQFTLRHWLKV
# Calb biofilm kill – clotrimazole potentiators killing Candida biofilms, primary screen, with clotrimazole, Alamar Blue. C. albicans biofilm + clotrimazole. inhibition, % at 6 µM. 85,000 compounds, 0.14% hits;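 active = inhibition above 20%; inactive = inhibition below 20%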;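 note: preformed 24 hr biofilms exposed to compound for 48 hr; 0% = biofilm without compound and 100% = blank killed by clotrimazole plus chlorhexidine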
# cytoskel mod – modifiers of F-actin cytoskeleton organization, primary screen, imaging, HUVEC, phalloidin staining, high-content imaging | HUVEC TNFa F-actin phalloidin imaging | 91,000 compounds, 0.18% hits | AID 836, 2007 | inhibition, % at 2 µM;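 active = inhibition above the batch mean plus 3 SD and confirmed as a hit by visual image inspection, cut at about 30% in these data, passing the limit was not always enough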; note: strong numbers were not always called active
# VCAM1 TNFa inh – inhibitors of TNFa-induced VCAM1 expression, primary screen, imaging, HUVEC, TNFa stimulus, immunofluorescence. HUVEC TNFa-induced VCAM-1 immunofluorescence, high-content imaging. inhibition, % at 2 µM. 95,000 compounds, 0.48% hits. AID 802, 2007;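 active = inhibition above the batch mean plus 3 SD, with images confirmed as a hit by eye, cut at about 37% in these data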;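 note: 0% = TNF-stimulated DMSO wells and 100% = unstimulated control wells; not every result past the cut was called active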
# HUVEC tox IL1B – cytotoxicity in IL-1B stimulated HUVEC, primary screen, cytotoxicity control for IL-1B NFkB translocation project, imaging, Hoechst nuclear count, IL-1B stimulus; HUVEC cell count loss; cell count reduction, % at 2 µM; 94,000 compounds, 0.41% hits; AID 845, 2007;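 active = cell count reduction more than 3 SD above the screen-wide mean, cut at about 70% in these data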;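 note: normalized per plate to untreated control cells as the no-loss baseline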
# Starred values were filed as active, the others as inactive; / = not tested or not shown; [ ] = another dose, or the depositor's remark.
# Below each SMILES: MT1-MMP txn act	Smad3 FoxH1 inh	Calb biofilm kill	VCAM1 TNFa inh	HUVEC tox IL1B	hDAT+cocaine	PTPN22 inh 2	TNFa cytotox	cytoskel mod
Cc1ccccc1Nc1nnc(SCc2cc(=O)n3ccsc3n2)s1
    1	6	11	6	-1	0.64	1	-16	-1
Cc1ccnc2ccc(-c3nc4ccccc4o3)cc12
    1.9	4	5	16	-2	-0.45	-5	-4	-10
Cn1c(CO)cnc1SCc1ccc(Cl)cc1
    /	/	/	-11	-24	1.3	-9	-4	0
CC(C)(C)n1ncc(Oc2ccc(Oc3cnn(C(C)(C)C)c(=O)c3Cl)cc2)c(Cl)c1=O
    1.3	-8	-1	-2	-10	/	-14	-17	5
CC(=O)C(C)Oc1cc(C)cc2oc(=O)c(C)c(C)c12 (stereo unspecified)
    1	8	5	10	-11	-0.6	2	-8	19
CCOC(=O)C1=C(CSc2nc(CC)c(C)cc2C#N)OC(N)=C(C#N)C1c1ccccc1 (stereo unspecified)
    1.1	6	4	27	-21	0.6	-2	10	-36
c1coc(Cn2c(SCc3nc4ccccc4[nH]3)nnc2-c2cnccn2)c1
    1.3	9	-1	-13	-18	2.3	3	-21	17
COc1ccc(NC(=O)C2CCN(S(=O)(=O)c3ccc(OC)c(OC)c3)CC2)c(OC)c1
    1.2	4[fluorescence artefact?]	9	/	/	0.79	/	/	/
O=C(NCCc1cccs1)C1CC(c2c(Cl)cccc2Cl)=NO1 (stereo unspecified)
    /	/	/	3	-55	0.74	6	4	-5
O=C(CN(Cc1ccco1)C(=O)c1cccc(Cl)c1)Nc1c(Cl)cc(Cl)cc1Cl
    /	/	/	-3	-3	0.016	7	3	-7
O=C(c1cc(-c2cccs2)on1)N1CCN(c2ccccc2)CC1
    1	/	/	23	4	/	-3	-15	-35
CCOC(=O)C1CCCN(Cc2ccc3c(c2)OCO3)C1 (stereo unspecified)
    1.1	8	6	12	-12	0.0014	1	-13	-11
CCOc1ccc(Oc2nc(Nc3ccc(C)cc3)nc(N(C)C)n2)nn1
    1.1	8	8	-2	-23	0.00011	4	-7	-8
O=C(Cn1c(=O)sc2ccccc21)NCc1ccco1
    /	0	6	0	-15	0.38	-4	-2	-13
CC1(C)CC(=O)C(C=NCC2CCCO2)=C(O)C1 (stereo unspecified)
    1.2	10	7	-6	18	0.84	2	3	12
CC1CCN(c2oc(Cc3cccc4ccccc34)nc2C#N)CC1
    1.1	0	4	-9	-5	0.074	-4	-15	-1
Cc1ccc(CC(=O)NCc2ccc3c(c2)OCO3)cc1
    /	-2	11	7	-28	-1.9	2	-1	-13
CCn1c(SCC(=O)c2cc(C)n(-c3ccc(C(=O)OC)cc3)c2C)nnc1-c1cccnc1
    1.2	12[fluorescence artefact?]	3	-5	-10	2.3	4	-23	-7
CC(=O)Nc1ccc(S(=O)(=O)c2ccc(N)cc2)cc1
    1.1	4	2	0	-62	2*	5	-27	43
O=C(O)CCCn1nc(-c2ccccc2)c2ccccc21
    1.1	1	5	/	/	0.57	/	/	/
Cc1cc(C(=O)CSc2nncs2)c(C)n1-c1ccc2c(c1)OCO2
    1.5	9	1	/	/	1.8	/	/	/
COc1ccc(N(Cc2cc3cc(OC)ccc3[nH]c2=O)S(C)(=O)=O)cc1
    1	14[fluorescence artefact?]	-4	5	-35	0.77	9	-10	14
CC(C)(C)NC(=O)NC(=O)CSc1nnc(COc2ccccc2Cl)o1
    1.1	-3	0	24	4	1.3	9	-14	-18
Cc1cc(S(=O)(=O)Nc2cccc(O)c2)c(C)s1
    1.1	-25	-1	0	2	0.1	-3	-19	-24
CC1CCN(S(=O)(=O)N2CCC(C(=O)NCc3cccs3)CC2)CC1
    1.2	-8	5	-1	3	0.017	4	-15	9
CCOC(=O)c1cc2occc2n1CCCN1C(=O)c2ccccc2C1=O
    1.1	-5	0	4	-3	-0.015	-9	-21	3
N#Cc1cc(-c2ccccc2)oc1/N=C/c1ccccc1O
    /	/	/	10	9	-1.6	-3	-1	-46
Cc1ccccc1-c1nn[nH]n1
    1.1	5	9	7	13	-0.78	-5	-23	/
Cc1cccc(NC(=O)c2ccc(C3SCC(=O)N3CCc3ccccc3)cc2)c1C (stereo unspecified)
    /	/	/	-28	-7	2.7*	-2	8	-5
c1coc(CN=C2NC(=NCc3ccco3)c3ccccc32)c1
    0.9	1	8	-2	30	-0.22	-2	9	-7

# Below each SMILES: MT1-MMP txn act	Smad3 FoxH1 inh	Calb biofilm kill	VCAM1 TNFa inh	HUVEC tox IL1B	hDAT+cocaine	PTPN22 inh 2	TNFa cytotox	cytoskel mod
CCn1c(SCC(=O)NC(=O)NCc2ccco2)nnc1-c1cccs1
    1.1	6	3	10	-10	-0.29	-8	-14	2
CC(C)c1nc(C#N)c(NCCCn2ccnc2)o1
    1.2	3	4	11	-21	-0.85	4	-11	-19
Cc1ccc(-c2nnc(SCC(=O)N3CCCc4ccccc43)n2N)cc1
    1.1	0	4	-14	-22	-0.28	-14	-18	13
O=C(c1cccc(C(=O)N2CCN(c3ccccc3F)CC2)c1)N1CCN(c2ccccc2F)CC1
    1.2	15	5	/	/	1.1	/	/	/
CCc1ccccc1NC(=O)c1nnn(CC(=O)Nc2cccc(C)c2C)c1N
    1.2	16[fluorescence artefact?]	4	4	-8	0.97	6	-1	-14
Cc1nc2ccc(NC(=O)N3CCCCC3)cc2s1
    1.4	0	/	8	-20	0.8	4	-31	28
O=C(CN(CC1CCCO1)C(=O)Cn1nnc(-c2ccc(F)cc2)n1)NC1CCCCC1 (stereo unspecified)
    1	-4	7	-3	-30	-0.37	-3	-22	20
O=C(O)c1ccc2[nH]c3c(c2c1)CSCC3
    1.1	-5	-1	5	52	-0.83	5	-3	-5
C=CCn1c(SCC(=O)Nc2sccc2C#N)nc2sc(C)c(C)c2c1=O
    1.1	-15[fluorescence artefact?]	6	-8	-75	-0.058	9	-8	10
Cc1ccc(C)c(NC(=O)c2nnn(Cc3ccccc3C)c2N)c1
    1.2	5	-4	17	-14	0.75	7	-29	-28
Cc1ccc(NC(=O)N2CCC(C(=O)NCCC3=CCCCC3)CC2)cc1
    1.2	11[fluorescence artefact?]	1	4	21	-0.0024	0	14	-4
FC(F)(F)c1ccc(/C=N/N2CCN(Cc3cccc4ccccc34)CC2)cc1
    /	/	/	6	4	-1.1	12	0	10
O=c1onc(-c2cccs2)n1Cc1ccccc1
    1.1	6	5	14	3	0.00037	6	-9	0
CN(C)CCCn1c(NC(=O)C2CCCCC2)nc2ccccc21
    1.1	7	6	-8	-14	-0.3	12	1	1
CCOc1cc(CNCCO)cc(Br)c1OCc1cccs1
    /	/	/	2	16	-0.004	5	-4	-19
O=C(Nc1ccc(Oc2ccc(Cl)cc2)cc1)c1ncn[nH]1
    1.2	2	4	/	/	0.54	/	/	/
O=C(c1c(F)cccc1F)N(Cc1ccccn1)C1CC1
    1	-8	-2	-21	27	-0.36	-9	11	-4
COC(=O)c1cc(=O)n(CCc2ccccc2)c(=Nc2ccc(F)cc2)s1
    /	0	5	22	-62	-1.8	-3	-8	-2
Nc1nnnn1/N=C/C(Br)=C/c1ccccc1
    1.6	-2	4	54*	5	0.24	6	4	23
Cc1ccc(-n2c(SCC(=O)NCc3ccco3)nnc2-c2cccnc2)c(C)c1
    1.1	/	/	6	15	1	-1	-12	8
Clc1ccc(-c2nnc(SCc3nc4ccccc4[nH]3)o2)c(Cl)c1
    1.2	-2	10	-4	18	-0.19	7	-15	15
COc1ccc(N2CCN(c3nc4c(c(=O)n(C)c(=O)n4C)n3CCCc3ccccc3)CC2)cc1
    1.1	-7	4	/	/	-1.2	/	/	/
Cc1sc(Nc2ccc([N+](=O)[O-])cc2)nc1-c1c(C)n(C)n(-c2ccccc2)c1=O
    /	/	/	10	6	1.7	6	-4	7
Cc1ccc(N(CC(O)CN2CCCC2)S(=O)(=O)c2ccc(C)cc2)cc1 (stereo unspecified)
    1	/	/	-12	-26	0.072	13	-41	27
O=c1[nH]n(Cc2ccccc2)c(=O)c2ccccc12
    /	/	/	-4	-11	-0.15	-2	14	-23
CCn1c(SCC(=O)Nc2ccc(C(=O)OC)cc2)nnc1-c1cccs1
    1.1	-57	1	55*	-9	-1	-43	-9	-1
O=C1NC(=S)N/C1=C/c1ccc(-c2c(Br)cc([N+](=O)[O-])cc2Br)o1
    /	/	/	5	-20	/	17	-7	15
O=C(NCc1cn2ccccc2n1)c1ccc(Br)o1
    1.2	-7	5	2	35	-0.22	0	0	-9
Cc1cc(C(=O)OCC(=O)c2ccc(Br)s2)no1
    1	17[fluorescence artefact?]	1	10	4	0.19	-7	-27	-26
CCc1ccc(NC2=NC(C(=O)c3ccccc3)CC(=O)N2)cc1 (stereo unspecified)
    1	11[fluorescence artefact?]	5	/	-32	-0.57	-6	/	/

# Below each SMILES: MT1-MMP txn act	Smad3 FoxH1 inh	Calb biofilm kill	VCAM1 TNFa inh	HUVEC tox IL1B	hDAT+cocaine	PTPN22 inh 2	TNFa cytotox	cytoskel mod
Cc1nnc(NC(=O)Cc2cccs2)s1
    1.1	11	-2	8	16	0.023	-5	-34	-11
O=C(Cc1ccc(F)cc1)Nc1ccc(F)c([N+](=O)[O-])c1
    /	/	/	10	-22	-1.5	-2	1	-15
CCOC(=O)c1cc2n(c1/N=C/N(C)C)-c1ccccc1C2=O
    1.1	24[fluorescence artefact?]	3	2	-15	0.58	-6	-3	/
CCn1c(C)nc2cc(S(=O)(=O)N3CCCCC3)ccc21
    1.2	-3	6	/	/	-0.14	/	/	/
COc1cc(-c2noc(CCC(N)=O)n2)cc(OC)c1OC
    1	-8	5	-6	-26	0.6	-14	-10	10
O=C(Cn1cc(-c2nnnn2-c2ccc(Cl)cc2)c(=O)c2ccccc21)c1ccccc1
    /	/	/	-21	-17	0.54	11	-1	1
Cc1ccccc1NC(=O)CSc1nc(COc2ccccc2)nc2ccccc12
    /	/	/	-12	-14	-0.38	7	0	-10
OC(COc1ccc2ccccc2c1)CN1CCN(c2ccc(F)cc2)CC1 (stereo unspecified)
    1.1	1	5	/	/	-0.017	/	/	/
CC(=O)C1=C(C)NC(SCC(=O)c2ccc(F)cc2)=C(C#N)C1c1ccco1 (stereo unspecified)
    1.1	14	/	6	-20	0.66	9	-16	8
COc1ccc2[nH]c(=O)c(C(c3nnnn3C3CCCC3)N3CCN(Cc4ccc5c(c4)OCO5)CC3)cc2c1 (stereo unspecified)
    1.1	13	5	-1	14	2	7	-9	/
CCOC(=O)Cc1csc(NC(=O)CSc2nnc(-n3nc(C)cc3C)c3ccccc23)n1
    1.1	-3	-2	11	2	0.21	4	2	-27
O=C(NC1CCCC1)c1ccc(COCC(F)(F)F)o1
    1.2	-5	2	6	-29	0.032	-5	5	-10
Cc1onc(-c2ccccc2)c1C(=O)N/N=C(\N)COc1ccc(Cl)cc1
    /	/	/	-2	0	0.016	3	-12	-12
CCOC(=O)c1c(C)oc2cc(Br)c(OC)cc12
    1.1	0	12	9	-1	-1.5	6	-16	-8

# This is a subset; the hit share may differ from the screen's.
